# VLA-4 inh – inhibition in a human VLA-4 binding assay. P13612. VLA-4 expressing cells, ligand binding flow cytometry. inhibition, % (about 7 µM as worked out from the volumes in the protocol). AID 2557. hit rate 0.2% among 330,000; in the data active means inhibition above about 50%
# GLD-1 RNA inh – GLD-1-TGE RNA interaction inhibition (C. elegans); purified GLD-1 + fluorescein TGE RNA, fluorescence polarization; inhibition, % at 5.96 µM; hit rate 0.44% among 320,000; AID 2280;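 active means percent inhibition above a per-plate cutoff, the plate mean of test compounds plus 3 SD, cut at about 30% in these data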;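 further: 0% = DMSO wells with GLD-1 and probe and 100% = wells lacking GLD-1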
# PME-1 primary – PME-1 (human) inhibition | Q9Y570 | recombinant PME-1, FP-Rh probe fluorescence polarization | inhibition, % at 5.9 µM | hit rate 0.53% among 320,000 | AID 2130;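 active means inhibition above the campaign mean of all compounds plus 3 SD, cut at about 26% in these data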;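 further: competitive labeling of PME-1 active site by serine hydrolase directed probe; 0% = PME-1 with DMSO and 100% = wells lacking PME-1 enzyme; inhibitors block probe labeling so polarization falls and inhibition rises; many of its hits are not listed in these tables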
# MEX-5 binding – C. elegans MEX-5 TCR-2 RNA binding activity; Q9XUB2; MEX-5/FITC-TCR2 RNA binding, fluorescence polarization; stronger effect = lower value; activity score (negative = inhibition of binding), % at 10 µM; hit rate 0.38% among 300,000; AID 1832;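 active means inhibition past about -25% in most replicates, and total fluorescence under double the plate's negative control median, limit read from the data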;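 further: 0% = DMSO and -100% = 5 µM competing unlabeled TCR2 RNA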
# Efflux pump mplx – antifungal efflux pump inhibition, Nile Red retention; AID 485275; hit rate 0.44% among 330,000; inhibition, % at 10 µM; S. cerevisiae Candida pump triplex;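 active means plate passing quality check with inhibition over a set limit, or well fluorescence over plate mean plus 4 SD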;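 further: Nile Red retained in pooled yeast measured as flow cytometry median fluorescence; 0% = buffer negative control and 100% = Enniatin B positive control; higher means more Nile Red kept so more efflux inhibition; some compounds called inactive have numbers as strong as hits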
# MCL1 BIM primary – MCL1-BIM-BH3 interaction inhibition (human); Q07820; GST-MCL1 / FITC-Bim-BH3 fluorescence polarization; inhibition, % at 10.9 µM; hit rate 0.68% among 320,000; AID 2057;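 active means inhibition above the mean inhibition of all tested compounds plus 3 SD, set per campaign, cut at about 40% in these data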;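 further: 0% = DMSO wells and 100% = unlabeled Bim-BH3 peptide control; higher means more loss of mP so more displacement of Bim peptide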
# BCLXL inh – blocks human Bcl-xL binding to Bim BH3 peptide; Q07817; GST-Bcl-xL / FITC-Bim BH3 peptide fluorescence polarization; inhibition, % at 10.9 µM; hit rate 0.7% among 320,000; AID 2129;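 active means inhibition above the mean of all tested compounds plus 3 SD, cutoff set per campaign, cut at about 30% in these data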;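 further: 0% = DMSO wells and 100% = unlabeled Bim-BH3 peptide competitor; inhibitors lower millipolarization by displacing the labeled peptide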
# Target sequence (Q07817 whole entry, looked up): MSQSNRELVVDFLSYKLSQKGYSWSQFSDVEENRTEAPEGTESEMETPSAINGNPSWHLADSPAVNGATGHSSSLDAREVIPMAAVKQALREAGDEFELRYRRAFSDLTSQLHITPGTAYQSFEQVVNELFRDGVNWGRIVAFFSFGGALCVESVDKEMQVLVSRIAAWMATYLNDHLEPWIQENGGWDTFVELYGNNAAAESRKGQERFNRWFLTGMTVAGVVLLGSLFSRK
# GRK2 aptamer HTS – blocks RNA aptamer binding to human GRK2; inhibition of aptamer binding, % at 10 µM; P25098; hit rate 0.59% among 330,000; bead flow cytometry, FAM-aptamer displacement from GRK2;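 active means inhibition of aptamer binding above 40%, roughly 3 SD of noise, on plates passing a quality check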;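 further: median bead fluorescence of bound FAM aptamer so fluorescent compounds give negative values; no value below 0 was filed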
# Target sequence (P25098 whole entry, looked up): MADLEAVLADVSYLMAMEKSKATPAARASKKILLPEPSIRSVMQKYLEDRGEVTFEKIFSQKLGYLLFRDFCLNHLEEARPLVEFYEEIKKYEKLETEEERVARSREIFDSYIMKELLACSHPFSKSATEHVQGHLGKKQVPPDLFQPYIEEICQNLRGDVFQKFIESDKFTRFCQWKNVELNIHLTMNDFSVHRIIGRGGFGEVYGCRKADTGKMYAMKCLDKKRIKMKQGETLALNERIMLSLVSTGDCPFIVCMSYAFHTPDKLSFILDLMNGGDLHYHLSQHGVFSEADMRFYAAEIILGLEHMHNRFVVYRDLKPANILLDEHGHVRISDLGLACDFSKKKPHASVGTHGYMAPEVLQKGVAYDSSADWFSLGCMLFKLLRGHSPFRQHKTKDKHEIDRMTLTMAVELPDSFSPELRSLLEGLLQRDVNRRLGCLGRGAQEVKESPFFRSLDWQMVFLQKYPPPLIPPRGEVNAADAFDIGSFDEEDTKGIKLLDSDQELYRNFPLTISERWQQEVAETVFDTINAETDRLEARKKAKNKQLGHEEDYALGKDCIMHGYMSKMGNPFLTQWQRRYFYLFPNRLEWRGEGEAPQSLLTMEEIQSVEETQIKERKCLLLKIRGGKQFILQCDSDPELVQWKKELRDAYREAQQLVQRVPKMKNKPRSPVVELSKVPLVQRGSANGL
# Fam108B inh – blocks mouse Fam108B hydrolase in RBBP9 counter-screen. inhibition, % at 9.51 µM. AID 1947. recombinant Fam108B, FP-Rh probe fluorescence polarization. hit rate 0.33% among 300,000;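 active means inhibition above the screen mean inhibition plus 3 SD, computed separately per campaign, cut at about 18% in these data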;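 further: inhibitors lower polarization as less probe binds the enzyme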
# The depositor's hits bear a star; / = not tested or not shown. Only part of the results is shown. The share of hits here may be higher or lower than overall.
SMILES,VLA-4 inh,GLD-1 RNA inh,PME-1 primary,MEX-5 binding,Efflux pump mplx,MCL1 BIM primary,BCLXL inh,GRK2 aptamer HTS,Fam108B inh
C/C(COc1ccccc1)=N\NC(=O)c1nnn(-c2nonc2N)c1CSc1ccccc1,-6,5,-2,3.1,0.0,-6,-2,0,-4
COc1ccc(C(=O)Cn2c(NCCO)nc3ccccc32)cc1,13,-1,-2,0.6,-0.1,-1,1,0,-3
CC12CN3CCN(CC(C3)/C1=N/NC(=O)Nc1ccccc1)C2,10,-5,6,2.4,0.5,11,-1,5,-1
CC(=O)Nc1ccc(NC(=O)C(C)OC(=O)CCCOc2ccc(Cl)cc2C)cc1 (stereo not given),3,5,-3,1.2,0.0,-3,3,2,0
Cc1ccccc1NCC(=O)N/N=C/C(Br)=C/c1ccccc1,7,6,0,1.1,0.5,2,1,3,-3
CN(C)C1(CNC(=O)C2CCC(=O)N(Cc3ccc(Cl)cc3)C2)CCCCC1 (stereo not given),0,9,0,/,0.1,-5,-2,0,-3
O=[N+]([O-])C(=C1Nc2ccccc2N1)C(Cl)=C(Cl)Cl,4,-3,4,-0.3,0.0,2,1,0,3
O=C(O)[C@]1(S(=O)(=O)c2ccccc2)C[C@@H]2ON=C(c3cccc(Br)c3)[C@@H]2C1,-5,1,-2,-0.5,0.1,-2,1,0,5
COc1cccc(CC2(CO)CCCN(Cc3cc4ccccc4[nH]3)C2)c1 (stereo not given),-6,-6,0,-1.3,-0.1,-11,-1,0,1
COc1ccc(NC(=S)N2CCc3ccccc32)cc1OC,-2,5,-2,-1.3,0.1,9,9,0,5
O=C(OCC#CCSc1nc2ccccc2s1)c1ccco1,3,11,-1,3.2,-0.1,8,1,0,-1
O=C(Nc1cc(Cl)ccc1-n1cncn1)c1cn2ccccc2n1,1,13,1,0.9,0.2,0,-3,0,1
Cc1cc(OC(C)C(=O)Nc2cccnc2)ccc1Cl (stereo not given),1,7,-3,-1.6,0.0,5,5,1,0
Cn1c(=O)c2c(nc(NCc3ccccc3)n2CC(=O)NCc2ccccc2)n(C)c1=O,-4,8,1,1.8,0.0,0,2,0,0
COc1cc(C2NC(=O)NC(C)=C2C(C)=O)cc(OC)c1OC (stereo not given),10,4,3,1.4,0.0,-4,3,0,-3
CCCSCCCNC(=O)c1ccc(NC(=O)C2=CSCCO2)cc1,6,3,-2,-1.6,-0.1,3,3,0,2
Cc1cccc(C(=O)NC2CCN(C(=O)N3CCOCC3)CC2)c1,-2,10,3,0.8,0.2,3,3,2,2
CCN(CC)c1ccc(CN2CCC(C(=O)NCc3ccc(C)cc3)CC2)cc1,2,-3,3,1.7,0.0,-9,-2,0,1
CCCCC[C@@H]1C=C(C(=O)O)[C@H](c2ccc(C)cc2)N1S(=O)(=O)c1ccc(C)cc1,-9,1,/,/,-0.5,/,/,2,/
CC(C)CC1C(C#N)=C(N)Oc2n[nH]c(-c3ccccc3)c21 (stereo not given),-15,-1,2,-2.5,0.0,2,5,3,-2
O=C1C2CCCN2C(c2ccccc2F)N1c1ccc(F)cc1 (stereo not given),17,-4,1,2.6,-0.1,12,7,2,-3
O=C(c1cccc2ccccc12)C1CCCN(C(=O)CCc2cnccn2)C1 (stereo not given),12,5,2,-0.3,-0.2,-8,1,0,-3
O=C(O)CSc1nnc(-c2ccc(Cl)cc2Cl)n1Cc1ccccc1,17,0,-2,2.5,-0.1,2,-3,1,-4
Cc1cc(Cl)ccc1N(CC(=O)NCCSCc1ccco1)S(C)(=O)=O,-5,4,-1,2.7,-0.3,9,5,2,2
CC(=O)N1CCN(CC(=O)Nc2ccccc2C(=O)Nc2ccccc2)CC1,24,1,/,/,0.1,/,/,0,/
CCc1ccn2cc(-c3cc(-c4ccccc4)no3)nc2c1,-10,-5,-57,-0.9,0.1,0,1,0,-4
C=CCN1C(=O)N(CC=C)c2cccc3cccc1c23,44,5,5,-1.5,-0.1,5,3,10,-1
CCNc1nc(NCC)nc(SCCOC(=O)Nc2ccccc2)n1,17,2,1,2.6,0.0,7,8,0,-4
CCOC(=O)c1ccccc1NC(=O)c1cc2sccc2n1C,-10,3,-4,0.9,0.4,0,2,3,1
Cc1ccc(-c2nn(-c3cccc(F)c3)cc2CNCc2cccnc2)o1,12,-5,-5,7.9,0.0,-6,0,0,-6
Cn1c(CC(=O)NNC(=O)c2cncc(Br)c2)nc2ccccc21,4,-2,/,/,0.3,/,/,0,/
COc1ccc(-c2nc(S(=O)(=O)c3ccccc3)c(NCCCN3CCOCC3)o2)cc1,-6,2,/,/,-0.1,/,/,21,/
Cc1c(CCOC(=O)c2cc([N+](=O)[O-])cc([N+](=O)[O-])c2)sc[n+]1CC(=O)c1ccc(Br)cc1,0,-1,6,-0.3,-0.1,7,8,0,3
COC(=O)c1ccc(Oc2nc(N3CCCCC3)nc(N3CCOCC3)n2)cc1,-13,4,0,2.0,-0.1,-3,3,1,-5
C[C@H](CO)N1C[C@H](C)[C@@H](CN(C)S(=O)(=O)c2cn(C)cn2)Oc2c(NS(=O)(=O)c3cn(C)cn3)cccc2C1=O,4,1,/,/,-0.1,/,/,0,/
CC(=O)c1cccc(NC(=O)CSc2nnc(-c3cccnc3)o2)c1,6,5,2,0.7,-0.1,8,10,0,2
O=C(CCN1C(=O)c2ccccc2C1=O)N1CCN(C(=O)c2ccccc2)CC1,-7,-4,0,1.0,-0.1,0,0,4,10
COc1ccccc1NC(=O)CCS(=O)(=O)c1ccccc1,5,8,6,1.0,0.0,-4,6,0,-7
O=C(CCc1nnc(-c2ccc3c(c2)OCO3)o1)NCCc1ccccc1F,15,7,-6,-1.1,0.0,1,2,0,2
O=C(Nc1nccs1)C(Br)C(Br)c1ccccc1 (stereo not given),7,4,-9,2.3,-0.2,-9,-18,0,4
CC(Cc1ccccc1)C(=O)Nc1ccccc1 (stereo not given),-17,6,-3,-0.4,0.0,1,3,1,4
CCn1c(SCC(=O)N(C(C)C)C(C)C)nnc1-c1cc2ccccc2cc1O,-13,3,1,0.9,0.0,2,3,0,1
Cn1cc(C(c2ccccc2OCC(=O)O)c2cn(C)c3ccccc23)c2ccccc21,-22,12,-3,-2.6,0.3,12,11,7,-4
Cc1cccc2cc(CN(CC3CCCO3)C(=O)c3ccco3)c3nnnn3c12 (stereo not given),1,-2,-4,-0.7,-0.2,-2,3,0,-3
CCOc1ccc(CCNC(=O)COC(=O)c2ccccc2O)cc1OCC,0,4,-8,-2.4,0.0,6,-5,0,3
COc1cccc(CNC(=O)Cn2ccc3cc(S(=O)(=O)N4CCCCCC4)ccc32)c1OC,-3,3,4,8.3,0.1,2,10,0,-1
COc1ccc(C)cc1NC(=O)C(Sc1nnc(Nc2cc(C)ccc2OC)s1)c1ccccc1 (stereo not given),10,6,-4,1.6,-0.3,-5,-6,0,-4
CNC(=O)COC(=O)c1cc(=O)[nH]c2ccccc12,-2,9,-6,1.1,-2.6,4,1,0,8
CSc1ncc(Cl)c(C(=O)C(C#N)c2nc3c(C)cc(C)cc3c(=O)[nH]2)n1 (stereo not given),21,2,5,-1.0,0.0,10,16,1,0
Cc1ccc(CNC(=O)CN(c2ccc(Cl)cc2)S(C)(=O)=O)cc1,3,-2,-5,0.0,-0.1,-3,-3,0,2
CCn1cc(C(=O)Nc2ccc(C)cc2[N+](=O)[O-])c(C)n1,-2,-1,2,4.1,0.1,4,6,2,-1
Cc1ccc(S(=O)(=O)Nc2ccc(O)c(S(=O)(=O)c3ccc(C)cc3)c2)cc1,12,9,-2,-3.6,-0.3,-2,7,0,-1
CN(C)CCCN(C(=O)COc1ccccc1)c1nc2c(F)cccc2s1,4,-1,-4,2.1,0.0,4,6,0,1
O=C(CCc1ccccc1)Nc1ccc(S(=O)(=O)Nc2nccs2)cc1,8,10,-2,-1.3,-0.3,5,6,0,3
O=C(CN1C(=O)NC2(CCCC2)C1=O)Nc1cc(S(=O)(=O)N2CCCCC2)ccc1Cl,14,2,/,/,0.0,/,/,0,/
O=S(=O)(c1ccc(Cl)cc1)c1snnc1-c1ccccc1,0,9,-1,2.0,0.0,4,5,4,-2
Cc1ccc(-c2nc(CS(=O)CC(=O)NCc3ccc(Cl)cc3)c(C)o2)cc1 (stereo not given),0,-5,-7,2.5,-0.2,1,0,0,0
Cc1nc(CNC(=O)c2cc(COc3c(F)cccc3F)on2)cs1,8,-4,0,1.6,0.0,1,5,0,6
CCOc1ccc(S(=O)(=O)N2CCC(C(=O)N3CCCC3)CC2)cc1C,1,0,3,-0.9,0.0,7,5,0,-2
O=C(NNC1OC(CO)C(O)C(O)C1O)c1cccnc1 (stereo not given),-3,0,-5,-0.2,0.0,5,3,0,-3
N/C(=N\OC(=O)CCCc1ccccc1)c1ccccc1,-7,1,8,0.2,-0.2,11,6,0,-2
